# PriA SSB inh: inhibitors of Klebsiella pneumoniae PriA binding to SSB C-terminal tail, primary screen, biochemical, AlphaScreen | PriA–SSB C-terminal tail interaction (Klebsiella pneumoniae) | AlphaScreen SSBct-PriA binding, biotinylated peptide | inhibition, % at 33 µM | hit rate 0.6% among 430,000 | AID 1272365, 2023; in the data active means inhibition mostly above about 37%, no sharp cut-off; inactive means mostly below about 20%;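 further: plate controls were negative control peptide for no effect and reference peptide for full effect; strong numbers were not always called active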
# * hit, by the source's call; & = joins results of further samples. An excerpt; rates above refer to the full screens.
SMILES,PriA SSB inh
Cn1cc(CC(=O)N2CCN(C(=O)C3CC3)CC2)c2ccccc21,-13
CCOC(=O)c1ccccc1NC(=O)c1ccc(=O)n(Cc2cccc(F)c2)n1,1&5
Cn1nc2c(c1NC(=O)[C@H]1CC(=O)N(c3ccccc3)C1)CCC2,1
O=C(CN1C(=O)/C(=C\c2cccs2)SC1=S)Nc1ccc(O)c(C(=O)O)c1,11
O=C(NC(=S)Nc1cccc(-c2nc3ccccc3s2)c1)c1cc2ccccc2oc1=O,-13
CC(=O)c1cccc(NC(=O)CSc2nnc(C3CCCCC3)n2-n2cccc2)c1,-4
Cc1ccccc1-n1c(CC2CCN(C(=O)c3cccc(C(F)(F)F)c3)CC2)n[nH]c1=O,-8
O=C(NCc1nnc(SCCN2CCOCC2)o1)c1c(F)cccc1F,-3
Cn1cccc1C=NNC(=O)c1cccs1,10
CCOc1cc(/C=C2/SC(=S)N(NC(=O)c3ccccc3OC)C2=O)ccc1O,19
NS(=O)(=O)c1ccc(NC(=O)c2ccc(=O)n(Cc3ccc(F)cc3)n2)cc1,-3
CSc1nc2ccc3nc(NC(=O)c4cc(C)no4)sc3c2s1,7
CCOC(=O)CNC(=O)C1CN(C(=O)COc2ccccc2F)C1,-1
O=C(Nc1cccc([N+](=O)[O-])c1)C(=O)NC(c1ccccc1)c1ccccc1,-4
CC(=NNC(=O)c1c[nH]c2ccccc12)c1ccc(C)o1,0
Cc1cc(=O)[nH]c(-n2ncc(C(=O)NCc3ccc(F)cc3)c2C)n1,-14
O=C1C(=O)N(CCCN2CCOCC2)C(c2ccc([N+](=O)[O-])cc2)C1=C(O)c1ccc2c(c1)OCO2 (stereo not drawn),14
O=S(=O)(Nc1ccc2c(c1)CCCN2S(=O)(=O)c1ccccc1)c1ccc2c(c1)CCCC2,-4
CCOc1ccc(C(=O)N[C@H]2CCS(=O)(=O)C2)cc1OCC,5
COc1ccc(C)c2sc(N(Cc3ccncc3)C(=O)Cc3ccc(SC)cc3)nc12,8
Cc1cc(N2CCOCC2)nc(CNC(=O)c2sc(C)nc2C)n1,-5
O=C(CSc1ccc(NC(=O)c2ccco2)nn1)NCc1ccc(F)cc1,-1
CCCc1cc(=O)[nH]c(SCC(=O)NCc2ccccc2Cl)n1,-3
COc1ncc(NC(=O)c2cccc(Cl)c2)c(N2CCOCC2)n1,-15
O=C(O)CCc1csc(NC(=O)c2ccccc2)n1,16

# Other compounds
SMILES,PriA SSB inh
Cc1cc(C(=O)Nc2nnc(-c3ccccc3)o2)nn1C,-1
CCc1ccc(S(=O)(=O)c2cnc(N3CCN(c4cc(Cl)ccc4C)CC3)nc2N)cc1,-3
CS(=O)(=O)N1CCCc2ccc(NC(=O)C(=O)NCc3ccncc3)cc21,-7
CCOC(=O)NN=Cc1ccc(N2CCOCC2)s1,-3
O=C(NCc1ccccc1-c1ccsc1)c1ccccc1Cl,-14
COc1cccc(C(=O)N2CCN(c3ccc(-c4cccs4)nn3)CC2)c1OC,14
CCOC(=O)c1c(NC(=O)CSc2nnc3ccc4ccccc4n23)sc(C)c1C,-4
CCOc1ccc(-c2cn3c(CC(=O)Nc4cccc(F)c4)csc3n2)cc1,0
Cc1ccc(-c2nc3ncccc3o2)cc1NC(=O)c1ccc(F)cc1,1
CCNc1cc(C)nc(N2CCN(C(=O)c3ccccc3C)CC2)n1,-5
COc1ccc(C(=O)C=CNc2c(C)n(C)n(-c3ccccc3)c2=O)cc1OC,-2
CCc1ccc(OCC(=O)NN=Cc2cc([N+](=O)[O-])ccc2N2CCCCCC2)cc1,12
CCN1C(=O)/C(=C/c2ccc(O)c(Cl)c2)NC1=S,13
CCC(=NNC(=O)c1ccc(-c2ccccc2)cc1)C12CC3CC(CC(C3)C1)C2,-2
Cn1nc(N2CCC(C(=O)Nc3ccc4c(c3)OCCO4)CC2)ccc1=O,2
CCN1CCN(S(=O)(=O)CCNC(=O)Cc2ccc(OC)cc2)CC1,1
C=CCSc1nc2c(c(-c3ccc(OCc4ccccc4)cc3)c1C#N)CCCC2,4
FC(F)(F)c1cccc(-c2ccc(C=NNc3nncc(-c4ccccc4)n3)o2)c1,-5
CCn1nc(C(=O)Nc2nc(-c3ccc(F)cc3)cs2)cc1C,-5
COc1nn(C)cc1C(=O)NCCC(O)c1cccs1 (stereo not drawn),-9
Cc1ccccc1-c1noc(Cn2c(=O)[nH]c3cc4c(cc3c2=O)OCO4)n1,-4
COc1ccc(CCNC(=O)Cc2cc(=O)[nH]c(=O)[nH]2)cc1,-3&-2
COc1cccc(NC(=O)NCC(c2ccc3c(c2)CCCN3C)N2CCCC2)c1OC (stereo not drawn),8
CCOc1ccc2c(c1)sc(=NC(=O)Cc1ccc(C)c(C)c1)n2C,9
O=C(Nc1nccs1)c1csc(Nc2ccc(OC(F)F)cc2)n1,-9

# Brought forward from above: 2 compounds, followed by the next part.
SMILES,PriA SSB inh
CCOc1ccc2c(c1)sc(=NC(=O)Cc1ccc(C)c(C)c1)n2C,9
O=C(Nc1nccs1)c1csc(Nc2ccc(OC(F)F)cc2)n1,-9
COc1cccc(-c2cc(C(=O)NCCn3cc(-c4nc(C)no4)nn3)[nH]n2)c1,-12
Cc1ccc(Cl)cc1NC(=O)c1cccc2nc3ccccc3nc12,1
O=C(CC1CCCC1)NCC1CC(=O)N(Cc2ccc(F)cc2)C1 (stereo not drawn),0
O=C(c1c(F)cccc1Cl)N1CCN(c2ccc(-n3cncn3)nn2)CC1,-9
C=CCN1C(=O)/C(=C/c2ccc(O)cc2)SC1=Nc1nccs1,6
N#Cc1cc(Br)ccc1OCc1ccccc1Cl,-13
CCOC(=O)NN=Cc1c(C)nn(-c2ccccc2Cl)c1Cl,-6
O=C(O)CCn1cnc2c(cnn2-c2ccccc2)c1=O,-5
COc1cc(C(=O)NCC(F)(F)F)ncn1,-2
O=C(NC(NCc1ccco1)C(Cl)(Cl)Cl)c1ccco1 (stereo not drawn),-10
Cc1cc(NC(=O)c2sc3ncccc3c2-n2cccc2)ccc1F,-5
COc1ccc(COC(=O)NN=Cc2cccs2)cc1,-5
Cc1ccc(C=NNC(=O)c2cc3c(ccc4ccccc43)o2)cc1[N+](=O)[O-],4
COc1ccc(S(=O)(=O)NCCn2ncccc2=O)cc1C,2
O=C(NCc1ccccn1)[C@H]1CCCN(c2ccc(-c3ccco3)nn2)C1,3
CCOc1ccc(-n2c(SCc3nc(-c4ccccc4Cl)no3)nc3ccsc3c2=O)cc1,17
Cc1ccc(S(=O)(=O)Nc2cccc(C(=O)Nc3nnc(-c4ccco4)o3)c2)cc1,0
O=C(CC1CCCCN1S(=O)(=O)c1ccc(Cl)cc1)NCc1ccccn1 (stereo not drawn),6&6
COc1ccccc1NC(=O)c1ccc(-c2cc(C(F)(F)F)ccc2Cl)o1,-11
O=C(C(=NN=Cc1ccc(O)c(O)c1O)c1ccccc1)c1ccccc1,41
COC1(CNC(=O)C(=O)Nc2cc3c4c(c2)CC(=O)N4CCC3)CCSC1 (stereo not drawn),-11
CC(Cn1cnc2ccccc21)C(=O)N/N=C\c1ccc(C(C)C)cc1 (stereo not drawn),-12
C/C(C=NNC(=O)CN1CCN(S(=O)(=O)c2ccc(C)cc2)CC1)=C\c1ccccc1,-1
O=C(Nc1c(C(=O)Nc2ccc3c(c2)OCO3)oc2ccccc12)c1cccs1,-14
COc1ccc([C@H](CNC(=O)COc2ccccc2)N2CCN(C)CC2)cc1,-4

# Taken from the listing, six compounds:
SMILES,PriA SSB inh
O=C(C(=NN=Cc1ccc(O)c(O)c1O)c1ccccc1)c1ccccc1,41
COC1(CNC(=O)C(=O)Nc2cc3c4c(c2)CC(=O)N4CCC3)CCSC1 (stereo not drawn),-11
CC(Cn1cnc2ccccc21)C(=O)N/N=C\c1ccc(C(C)C)cc1 (stereo not drawn),-12
C/C(C=NNC(=O)CN1CCN(S(=O)(=O)c2ccc(C)cc2)CC1)=C\c1ccccc1,-1
O=C(Nc1c(C(=O)Nc2ccc3c(c2)OCO3)oc2ccccc12)c1cccs1,-14
COc1ccc([C@H](CNC(=O)COc2ccccc2)N2CCN(C)CC2)cc1,-4

# (further entries)
SMILES,PriA SSB inh
Cc1cc(C(=O)N2CCC3(CC(=O)c4ccccc4O3)C2)c(C)o1 (stereo not drawn),-6
CC(=O)Nc1ccc(C=NNC(=O)c2cc3cc(C)ccc3nc2C)cc1,0
Cc1nn(C2CCS(=O)(=O)C2)c2nc(-c3cccs3)cc(C(=O)Nc3ccc(N(C)C)cc3)c12 (stereo not drawn),55
O=C(NC1CCN(c2cc(C3CC3)[nH]n2)CC1)c1ccco1,-8
O=C(NCc1ccccc1)NCC1(c2cccs2)CC1,-21
CCc1nnc(-c2ccc(NC(=O)c3ccccc3F)cc2)o1,-8
Cc1ccc(S(=O)(=O)/C(C#N)=C/N2CCC(C(N)=O)CC2)cc1C,2
Cn1cc(-c2cccs2)nc1CCNS(=O)(=O)Cc1cc(F)ccc1F,4
Cn1nc(CN(C(=O)c2ccc(OC(F)(F)F)cc2)C2CCCC2)cc1C1CC1,-8
Cc1ccc(S(=O)(=O)NCCN2CCN(S(=O)(=O)c3ccc(C)c(C)c3)CC2)cc1C,5
COc1ccc(NC(=O)CCc2csc(NC(=O)NC3CCCCC3)n2)c(OC)c1,-4
CCCCCn1c(NS(=O)(=O)c2ccccc2)c(C(=O)OCC)c2nc3ccccc3nc21,70*
O=C(CCc1cccc(Cl)c1)N1CC[C@H](c2ccc3c(c2)OCO3)C1,-8
O=C(N/N=C\c1cc(Br)ccc1O)C(=O)N/N=C\c1cc(Br)ccc1O,-3
COc1ccc(CCNC(=O)CC(=O)NN=Cc2ccc(C(=O)O)cc2)cc1OC,-3
CC(C)(C)c1ccc(C(=O)Nc2ccc(-c3cn4ccsc4n3)cc2)cc1,4
N#Cc1cccnc1OC1CCN(C(=O)c2ccno2)CC1,-11
O=C(COc1cccc([N+](=O)[O-])c1)NN=Cc1ccco1,-6
CC(=O)Nc1c(-c2ccccn2)nsc1C(=O)N1CCc2ccccc2C1,1
Cc1nc2cc(NC(=O)c3csc(Nc4ccccn4)n3)ccc2s1,-6
Cc1cc(C)c(NC(=O)Cn2c(=O)cnc3cc(S(=O)(=O)N4CCCCC4)ccc32)c(C)c1,-6
CC(C)(C)c1cc(C=NO)cc(C(C)(C)C)c1O,-4
CC(Oc1ccccc1)C(=O)NCC#CCN(C)Cc1ccccc1 (stereo not drawn),-13
CC1CCN(S(=O)(=O)c2ccc3c(c2)OCCCO3)CC1,-5
CC(C)N1CCN(C(=O)c2ccccc2C(=O)O)CC1,-1

# Following part:
SMILES,PriA SSB inh
COC(CNC(=O)c1cc(C2CC2)on1)c1ccc(Cl)s1 (stereo not drawn),6
Cc1cc(NC(=O)Cn2nc(C3CC3)c3cnn(-c4ccc(F)cc4)c3c2=O)no1,-3
Cc1nccn1-c1ccc(=O)n(CCNS(=O)(=O)c2ccc(C(F)(F)F)cc2)n1,-17
CC(=NNS(C)(=O)=O)c1ccccc1,-11
COc1cccc2cc(-c3nnc(NC(=O)CCS(=O)(=O)c4ccc(Cl)cc4)o3)oc12,24
CCC(=NNc1ccccc1)c1cnnc(SC)n1,-14
O=C(CSCC(=O)N1CCN(c2ccccc2)CC1)Nc1nc(-c2ccccc2)cs1,17
N#Cc1nccnc1OC1CCN(C(=O)CN2CCN(c3ccccc3)C2=O)C1 (stereo not drawn),-5
CCOc1cc(C(=O)NCCc2sc(-c3ccc(F)cc3)nc2C)cc(OCC)c1OCC,-2
CSc1ccc(C(=O)Nc2sc3c(c2C(N)=O)CCC(C)C3)cc1 (stereo not drawn),0
O=C(Cc1cccs1)Nc1cccc(-c2nc3cccnc3s2)c1,-12
Cc1cccc(NC(=O)C(=O)NN=Cc2ccncc2)c1,-19
CCOc1ccc2nc(NC(=O)Cc3cc(C)ccc3C)sc2c1,-8&17
Cc1cc(SCC(=O)O)nc(SCC(=O)O)n1,-7
O=C(ON=C(c1ccccc1)c1ccncc1)c1ccccc1Cl,2
O=C(CCSc1ccccc1)Nc1ccc(S(=O)(=O)Nc2nccs2)cc1,-1
COc1cccc(C(CNC(=O)c2c(F)cccc2Cl)N2CCOCC2)c1 (stereo not drawn),-6
O=C(NCC(c1ccsc1)N1CCOCC1)c1cccc(F)c1 (stereo not drawn),-8
O=C(NCCn1cccc1)c1ncc(-c2ccccc2)o1,-14
O=C(Nc1c2c(nn1-c1nc3ccccc3s1)CCC2)c1ccccc1Cl,-12&3
CO[C@@](C)(CNC(=O)C1(c2ccc(F)cc2)CC1)c1ccccc1F,8
COc1ccc2nc(-c3ccc(NS(=O)(=O)c4cc(C)ccc4OC)cc3)cn2n1,-14
Cc1ccc(S(=O)(=O)c2cnc(SCC(=O)Nc3ccc(C)c(F)c3)[nH]c2=O)c(C)c1,5
CCCCOc1ccc(C(N)=NO)cc1,-12
Cc1nnsc1C(=O)NCCn1ccnc1C1CC1,8

# An excerpt of these results, as labelled records.
Compound: O=C(ON=C(c1ccccc1)c1ccncc1)c1ccccc1Cl
  PriA SSB inh: 2

Compound: O=C(CCSc1ccccc1)Nc1ccc(S(=O)(=O)Nc2nccs2)cc1
  PriA SSB inh: -1

Compound: COc1cccc(C(CNC(=O)c2c(F)cccc2Cl)N2CCOCC2)c1 (stereo not drawn)
  PriA SSB inh: -6

Compound: O=C(NCC(c1ccsc1)N1CCOCC1)c1cccc(F)c1 (stereo not drawn)
  PriA SSB inh: -8

# (cont.)
SMILES,PriA SSB inh
COc1ccccc1NC(=O)N1CCC(CNC(=O)Cc2c(F)cccc2Cl)CC1,-2
C#CCn1c(=NC(=O)c2cc(C)nn2CC)sc2c(OC)ccc(OC)c21,6
Cc1ccccc1C(=O)Nc1nn(C)c2c1[C@@H](C)CC(=O)N2,-11
COc1ccc(S(=O)(=O)N2CCN(S(=O)(=O)c3ccc(OC)c(C)c3)[C@@H](C)C2)cc1C,-2
O=C(Cn1ccc2ccccc21)NCc1cncc(-c2ccsc2)c1,7
COc1ccc(C(O)=CC(=O)C(=O)NNC(=O)c2ccccc2)cc1,-3
COCCNC(=O)C(=O)NCC1CCN(C2CCCC2)CC1,-7

# From PubChem
